Screens deposited in PubChem by several laboratories.
CHOP inh = blocks CHOP induction under ER stress. CHO-K1 CHOP-promoter luciferase, tunicamycin-induced, 15-18 h. inhibition, % at 10 µM. hit rate 3.8% among 220,000;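 active means compounds that reduced the stress-induced luciferase reporter signal by more than about 70% of percent inhibition, limit read from the data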;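 further: 0% = tunicamycin plus vehicle and 100% = wells without tunicamycin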
TbHK1 inh = blocks Trypanosoma brucei hexokinase 1 activity; recombinant TbHK1, G6PDH-coupled NADH A340; hit rate 0.11% among 220,000; inhibition, % at 10 µM;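 active means inhibition of 50% or more in the single-dose primary screen; inactive means inhibition below 50%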
FXIIa inh 1536 = inhibitors of human coagulation factor XIIa; P00748; purified FXIIa, Boc-QGR-AMC fluorogenic substrate, 2 h; inhibition, % at 5 µM; hit rate 0.3% among 220,000; AID 800; in the data active means inhibition above about 40%;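 further: 0% = enzyme with no compound and 100% = blank without enzyme; many of its hits are not listed in these tables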
FXIa inh = inhibitors of human coagulation factor XIa | purified FXIa, Boc-Glu-Ala-Arg-AMC fluorogenic substrate | hit rate 0.14% among 220,000 | P03951 | inhibition, % at 5 µM;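 active means inhibition of at least 40%; inactive means inhibition below 40%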;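 further: fluorescence of freed AMC excited at 355 nm; 0% = enzyme without compound and 100% = no enzyme blank; many of its hits are not listed in these tables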
Target sequence (P03951 19-387 limits assumed): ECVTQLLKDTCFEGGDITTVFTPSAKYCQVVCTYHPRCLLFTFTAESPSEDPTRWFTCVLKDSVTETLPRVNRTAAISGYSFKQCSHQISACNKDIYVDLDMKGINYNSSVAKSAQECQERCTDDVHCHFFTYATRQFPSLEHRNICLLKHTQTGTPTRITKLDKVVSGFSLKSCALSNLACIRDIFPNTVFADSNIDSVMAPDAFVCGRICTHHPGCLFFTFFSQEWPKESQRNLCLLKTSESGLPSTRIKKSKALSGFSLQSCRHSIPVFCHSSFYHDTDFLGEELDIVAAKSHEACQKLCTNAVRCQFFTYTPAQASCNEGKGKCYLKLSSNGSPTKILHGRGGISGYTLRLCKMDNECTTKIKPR
Target sequence (P03951 388-625 limits assumed): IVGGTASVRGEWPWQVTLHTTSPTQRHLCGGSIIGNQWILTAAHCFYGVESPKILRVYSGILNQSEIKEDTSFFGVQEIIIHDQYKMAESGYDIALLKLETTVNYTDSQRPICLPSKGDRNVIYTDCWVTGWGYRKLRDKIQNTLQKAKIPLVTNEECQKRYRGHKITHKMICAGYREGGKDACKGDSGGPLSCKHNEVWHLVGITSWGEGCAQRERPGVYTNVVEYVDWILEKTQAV
PPC-1+TRAIL kill = compounds killing PPC-1 cancer cells with TRAIL present (potentiator screen, no TRAIL-free arm); AID 1443; hit rate 0.41% among 220,000; PPC-1 cells + TRAIL, ATPLite viability luminescence; cell killing (% activity), % at 4 µM;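 active means cell killing above 50% in the first pass at 4 µM, then a duplicate retest at 5 µM averaging 50% or more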;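 further: plate controls were cells with TRAIL plus DMSO for no effect and medium-only wells lacking cells for full effect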
TNF death inh = TNF-alpha cell death inhibition in Jurkat FADD-/- cells; Jurkat FADD-/- TNF necroptosis rescue, ATP luminescence, 24 h; 0 = TNF only, 100 = no-TNF cells; activation (protection from cell death), % at 10 µM; hit rate 0.068% among 220,000;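 active means activation, meaning protection from cell death, of at least 50% relative to plate controls; inactive means activation below 50%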;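 further: necroptosis triggered by 40 ng/mL TNF-alpha added together with compound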
L929 necroptosis = blocks zVAD induced death of L929 cells. viability rescue, % at 10 µM. AID 1377. L929 zVAD necroptosis rescue, ATP luminescence, 24 h; with zVAD 60 µM. hit rate 0.38% among 220,000;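 active means activation, scaled between plate controls, above about 75%, limit read from the data; inactive means activation under that limit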;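 further: 0% = zVAD with DMSO and 100% = DMSO alone without zVAD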
Wee1 stabilizer = blocks degradation of human Wee1 kinase; HeLa Luc-Wee1K328M stability, luciferase luminescence; 100% = proteasome inhibitor MG132 effect; hit rate 1.2% among 220,000; P30291; reporter increase, % at 5 µM;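 active means activation above the mean of all tested compounds plus 3 SD, set per screening run, cut at about 8.8% in these data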;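 further: cells exposed to compound for 20 h before luminescence read; 0% = DMSO alone and 100% = MG132 at 30 µM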
PGE2 EP2 inh = blocks the human prostaglandin E2 receptor EP2 | C6 glioma cells expressing human EP2, cAMP TR-FRET; cells stimulated with saturating PGE2 | inhibition, % at 25 µM | hit rate 0.52% among 260,000;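 active means percent inhibition above 40 after rounding to a whole number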;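 further: rat C6 glioma host cells with rolipram phosphodiesterase inhibitor present; the protocol text gives 20 µM as final concentration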
Target sequence (P43116 whole entry, looked up): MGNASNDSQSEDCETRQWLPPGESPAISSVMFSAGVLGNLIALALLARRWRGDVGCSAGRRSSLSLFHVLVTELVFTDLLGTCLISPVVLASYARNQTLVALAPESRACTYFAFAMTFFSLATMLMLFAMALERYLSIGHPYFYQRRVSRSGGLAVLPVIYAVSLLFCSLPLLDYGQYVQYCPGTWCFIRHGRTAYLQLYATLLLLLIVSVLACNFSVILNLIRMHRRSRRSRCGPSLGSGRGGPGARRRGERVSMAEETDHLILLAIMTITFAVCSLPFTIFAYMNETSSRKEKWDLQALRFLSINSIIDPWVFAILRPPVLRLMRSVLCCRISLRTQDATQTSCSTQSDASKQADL
* marks the source's active call; other numbers are inactive results; nt = no result given; & = joins results of further samples; [ ] = remark or other dose.

SMILES	CHOP inh	TbHK1 inh	FXIIa inh 1536	FXIa inh	PPC-1+TRAIL kill	TNF death inh	L929 necroptosis	Wee1 stabilizer	PGE2 EP2 inh
O=C(Nc1ccc(Cc2ccncc2)cc1)c1cc(F)c(F)cc1Cl	28	-3	9	-3	25	-0.5	33	2	11
CCOC(=O)c1c(NC(=O)CSc2nnc(CNc3ccc(OC)cc3)n2C)sc(C)c1C	14	1	14	-3	-9	-3.3	-0.6	1	5
O=C(O)C1CCCCN1S(=O)(=O)c1ccc2ccccc2c1 (stereo unspecified)	-3	-8	7	-3	7	0.1	-0.1	3	11
C[C@@H](C(=O)Nc1ccc2ccccc2c1)[C@H]1C[C@]1(C)[C@H](NC(=O)OCc1ccccc1)c1ccccc1	58	-4	31	20	14	3.3	3.1	2	3
COC(=O)C1(C(F)(F)F)N=C(C(F)(F)F)Nc2ccc(Cl)cc21 (stereo unspecified)	8	3	4	-3	15	-2.1	nt	-3	7
O=C1c2oc3ccccc3c(=O)c2C(c2ccccn2)N1Cc1ccccc1 (stereo unspecified)	-11	2	8	-1	10	0.4	-0.1	-4	6
Cc1cc(C)nc(SCC(=O)NCc2ccco2)n1	-7	7	7	-5	-25	-1.5	0.9	2	6
O=C1CCCCCN1Cc1nnc(SCc2nc3ccccc3s2)n1-c1ccccn1	-4	-2	14	-7	6	1.2	0.6	-1	8
Cc1ccc(NC(NC(=O)c2ccccn2)C(Cl)(Cl)Cl)cc1 (stereo unspecified)	11	2	16	2	23	-4.8	0.0	-2	11
CC(/C=N/n1cnnc1)=C\c1ccccc1	-2	-5	4	-1	16	-0.3	0.1	-3	6
N/C(Cc1nc(-c2ccc(F)cc2)cs1)=N\O	-4	-1	2	-15	6	0.9	0.5	-3	13
O=C(CNC(=O)c1cccc(F)c1)N/N=C/c1cccc([N+](=O)[O-])c1	35	27	2	3	12	1.3	-0.3	3	9
CC1CCCCC1NC(=O)CSc1nnc(CNC(=O)c2ccccc2)n1C (stereo unspecified)	6	-3	0	-5	19	1.3	-0.1	4	2
CCOC(=O)c1c(N)c(C#N)c2n1CCCCC2	-14	4	3	-3	-9	0.4	-0.3	-2	8
COc1ccc(CCNC(=O)CC2SC(N)=NC2=O)cc1OC (stereo unspecified)	-10	-3	5	4	0	0.1	0.1	-2	6
COc1ccc(-n2nc(C(=O)N3CCCCC3)c3ccccc3c2=O)cc1	16	-3	5	2	13	2.1	-0.6	-2	10
CC(=O)c1ccc(NC(=O)COC(=O)CCN2C(=O)c3cccc([N+](=O)[O-])c3C2=O)cc1	9	-8	2	-3	25	0.9	1.3	-2	5
CCCCNC(=O)c1onc(CSc2ccncc2)c1C(=O)NCCCC	21	-4	15	5	17	0.5	1.3	nt	9
O=C(OCn1nnc2ccccc2c1=O)C1COc2ccccc2O1 (stereo unspecified)	4	-9	20	1	2	1.4	1.8	-2	28
CC(=O)NCc1ccc(S(=O)(=O)NC2CCN(Cc3ccccc3)CC2)cc1	-11	2	7	-2	5	1.7	0.2	0	1
COc1ccccc1NC(=O)c1oc2ccc(C)cc2c1C	36	3	10	4	7	-3.3	0.6	3	6
O=C(NCCOc1ccccc1)c1cc2ccccc2o1	-17	1	14	7	12	-0.1	0.3	5	20
COc1ccc(N=CC2=C(O)c3ccccc3C2=O)c(OC)c1	100*	-22	18	7	82*[5 µM]	-6.7	-0.3	0	9
COc1ccc(NC(=O)c2cn(CCC#N)nc2-c2cc3ccccc3o2)cc1	11	7	27	27	23	1.2	0.9	0	1
CCN(CC)C(=O)CSc1nnc([C@H](CCSC)NC(=O)OC(C)(C)C)o1	15	4	15	2	10	1.3	0.6	4	5
The results go on.
SMILES	CHOP inh	TbHK1 inh	FXIIa inh 1536	FXIa inh	PPC-1+TRAIL kill	TNF death inh	L929 necroptosis	Wee1 stabilizer	PGE2 EP2 inh
O=C(Cc1ccccc1)Nc1ccccc1C(=O)Nc1ccc(C(=O)O)cc1	-27	2	4	-10	16	3.6	0.9	1	10
O=C(CN1C(=O)CSC1=O)Nc1ccc(F)c(F)c1F	-3	-5	0	0	-6	2.0	-0.1	-4	5&10
O=C(CN1CCN(Cc2ccc(Cl)cc2)CC1)N/N=C/c1c[nH]c2ccccc12	20	-9	13	-1	8	1.7	1.3	-4	11
O=C1C2C3C=CC(CC3)C2C(=O)N1/N=C/c1c(O)ccc2ccccc12 (stereo unspecified)	72*	-4	10	6	24	-0.2	1.1	3	6
Cc1nnc(SCC(=O)NC(=O)Nc2ccc3c(c2)OCCO3)n1N	13	0	3	0	7	-0.3	1.2	-1	12
Cc1nn(C)c(C)c1CN(C)S(=O)(=O)c1ccc2ccccc2c1	52	-4	3	-3	9	-8.4	-1.7	0	14
COc1cccc(-c2nn(-c3ccccc3)cc2C(=O)NCC(=O)O)c1	28	-4	13	-2	2	-1.5	-0.2	-1	10
COc1ccc(NC(=O)Cn2nnc(C(=O)NCc3ccccc3OC)c2N)cc1Cl	72*	-4	6	-5	-2	0.7	0.0	-3	11
c1ccc(-c2nnsc2Sc2ccccn2)cc1	8	-8	11	0	18	-2.0	3.2	2	1
CNC(=O)c1c(C)nc(SCC(=O)NCc2ccc(OC)cc2)c(C#N)c1-c1ccco1	2	-18	5	-1	-1	-2.7	-0.4	2	9
CC(C)C(=O)Nc1ccc(-c2csc(-c3ccccc3)n2)cc1	50	2	8	-5	7	-0.3	8.6	-2	5
C=C(C)c1ccc(C(C)(C)NC(=O)N(Cc2ccccc2)Cc2ccco2)cc1	61	-7	9	1	6	-1.2	-0.1	-1	5
COC(CNC(=O)CSCc1nc(-c2ccc(SC)cc2)oc1C)OC	31	-1	7	2	12	-0.4	1.2	-2	5
NNC1=N[C@H]2CS(=O)(=O)C[C@H]2S1	-6	-6	0	-4	12	0.1	-0.8	-2	3
CCOC(=O)N1CCC(=NNc2ccc(S(N)(=O)=O)cc2[N+](=O)[O-])CC1	-2	-4	12	9	21	0.6	0.9	-2	4
O=C(O)CCCC(=O)Nc1cccc([N+](=O)[O-])c1	3	-5	4	1	12	0.1	0.7	-2	3
Cc1nc2ncnn2c(N2CCC(C(=O)NCC3CCCO3)CC2)c1Cc1ccccc1 (stereo unspecified)	nt	-6	nt	nt	nt	-0.5	0.8	-1	16
COc1cc(NC(=O)/C=C/c2ccccc2)c(C(=O)O)cc1OC	5	-36	4	2	6	1.2	1.0	0	8
Cc1ccc(NC(=O)C(OC(=O)c2ccc(O)cc2)c2ccccc2)cc1Cl (stereo unspecified)	-6	6	2	-5	14	4.2	65	-2	15
CCC(NC(=O)NNC(N)=S)(C(F)(F)F)C(F)(F)F	10	5	9	1	1	-2.8	0.8	0	8
C=CCc1cc(Cl)ccc1OCCCNC(C)C	15	-3	8	-5	23	8.6	4.7	0	4
Cc1cc(NC(=O)CSc2nnc(Nc3ccccc3)s2)no1	14	-21	10	-2	-5	-0.2	-0.3	2	nt
O=C(CO/N=C/c1ccccc1O)N1CCc2ccccc21	12	38	4	5	-3	1.4	0.0	1	2
CC(C)C(=O)Nc1ccc(C(=O)Nc2nnc(C(C)(C)C)s2)cc1	19	-6	10	-2	18	3.6	28	2	7
CC[C@H](C)NC(=O)c1ccc(Cn2c(=S)[nH]c3c([nH]c4ccc(OC)cc43)c2=O)cc1	1	-12	2	6	-1	1.7	2.2	-4	10
Following part
SMILES	CHOP inh	TbHK1 inh	FXIIa inh 1536	FXIa inh	PPC-1+TRAIL kill	TNF death inh	L929 necroptosis	Wee1 stabilizer	PGE2 EP2 inh
Cc1cc(C)c(S(=O)(=O)N2CCOC2CNC(=O)C(=O)NCCCn2ccnc2)c(C)c1 (stereo unspecified)	11	-2	6	-1	7	0.9	-0.3	-1	4
O=C(NCc1ccc2c(c1)OCO2)C1CC(c2ccccc2O)=NO1 (stereo unspecified)	42	-20	7	5	22	-0.3	-0.2	0	4
O=[N+]([O-])c1ccc(F)cc1OCc1nc(-c2cccs2)no1	-3	0	9	-2	15	0.2	0.4	2	10
CN(C)C=Nc1ccc2nn(-c3ccccc3)nc2c1	12	-30	-10	-13	36	-1.9	-0.6	3	17
CC(C)c1nnc(NC(=O)c2ccc(S(=O)(=O)N3CCOCC3)cc2)s1	-28	-9	18	5	18	2.0	3.2	6	8
O=C(Nc1cccc(S(=O)(=O)N2CCCCC2)c1)c1ccc2c(=O)n3c(nc2c1)CCCCC3	43	-7	26	21	12	-7.9	3.9	1	18
O=C(CN1C(=O)S/C(=C/c2ccncc2)C1=O)N1CCOCC1	-16	-19	6	-1	-10	1.6	0.2	-1	9
Cc1ccc(-c2nnc(CSc3nnc(C)s3)o2)cc1	-3	2	13	15	10	0.6	0.5	3	2&11
COc1cc(C)c(S(=O)(=O)N2CCCC2)cc1C	-6	-5	16	-13	28	-1.8	1.6	-1	13
NS(=O)(=O)c1ccc(NC(=O)CSc2ncnc3ccccc23)cc1	8	-1	4	-3	-3	2.0	0.7	-2	2
O=S(=O)(Cc1ccccc1)c1nc2ccccc2n1Cc1ccccn1	5	-5	9	-1	6	-0.6	-0.1	6	10
COc1ccc2c(-c3ccccc3)cc(SCC(=O)NC(N)=O)nc2c1	77*	-10	4	-11	11	2.2	1.4	-2	12

Among those listed so far, these have two or more sulfur atoms:
SMILES	CHOP inh	TbHK1 inh	FXIIa inh 1536	FXIa inh	PPC-1+TRAIL kill	TNF death inh	L929 necroptosis	Wee1 stabilizer	PGE2 EP2 inh
CCOC(=O)c1c(NC(=O)CSc2nnc(CNc3ccc(OC)cc3)n2C)sc(C)c1C	14	1	14	-3	-9	-3.3	-0.6	1	5
O=C1CCCCCN1Cc1nnc(SCc2nc3ccccc3s2)n1-c1ccccn1	-4	-2	14	-7	6	1.2	0.6	-1	8
CCN(CC)C(=O)CSc1nnc([C@H](CCSC)NC(=O)OC(C)(C)C)o1	15	4	15	2	10	1.3	0.6	4	5
c1ccc(-c2nnsc2Sc2ccccn2)cc1	8	-8	11	0	18	-2.0	3.2	2	1
COC(CNC(=O)CSCc1nc(-c2ccc(SC)cc2)oc1C)OC	31	-1	7	2	12	-0.4	1.2	-2	5
NNC1=N[C@H]2CS(=O)(=O)C[C@H]2S1	-6	-6	0	-4	12	0.1	-0.8	-2	3
Cc1cc(NC(=O)CSc2nnc(Nc3ccccc3)s2)no1	14	-21	10	-2	-5	-0.2	-0.3	2	nt
CC(C)c1nnc(NC(=O)c2ccc(S(=O)(=O)N3CCOCC3)cc2)s1	-28	-9	18	5	18	2.0	3.2	6	8
Cc1ccc(-c2nnc(CSc3nnc(C)s3)o2)cc1	-3	2	13	15	10	0.6	0.5	3	2&11
NS(=O)(=O)c1ccc(NC(=O)CSc2ncnc3ccccc23)cc1	8	-1	4	-3	-3	2.0	0.7	-2	2

An excerpt from above in order of molar mass, ascending.
SMILES	CHOP inh	TbHK1 inh	FXIIa inh 1536	FXIa inh	PPC-1+TRAIL kill	TNF death inh	L929 necroptosis	Wee1 stabilizer	PGE2 EP2 inh
COc1cc(C)c(S(=O)(=O)N2CCCC2)cc1C	-6	-5	16	-13	28	-1.8	1.6	-1	13
COc1ccc2c(-c3ccccc3)cc(SCC(=O)NC(N)=O)nc2c1	77*	-10	4	-11	11	2.2	1.4	-2	12
CC(C)c1nnc(NC(=O)c2ccc(S(=O)(=O)N3CCOCC3)cc2)s1	-28	-9	18	5	18	2.0	3.2	6	8

A portion of the library; count on the stated rates, not on these rows.
